KKLEB tox: counter-screen for CF NF-kB inhibitors: cytotoxicity; KKLEB CF airway cells viability, ATPlite luminescence, overnight; hits give low values; cells stimulated with P. aeruginosa culture filtrate; activity change (cytotoxicity), % at 5 µM; 360,000 tested, 0.36% active; AID 602141;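 active means corrected activity change at or below -50% at 5 µM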
NCOA1 inh: human NCOA1 inhibition; Q15788; HEK293 GAL4-SRC1 luciferase reporter, luminescence; inhibition, % at 3.6 µM; 360,000 tested, 0.12% active; AID 588354;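 active means inhibition above the campaign mean plus 3 SD, with each screening campaign given its own cutoff, cut at about 60% in these data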;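 further: 0% = DMSO treated cells and 100% = gossypol at 36 µM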
LMP1 NFkB inh: Epstein-Barr LMP1 NF-kappaB reporter inhibition | inhibition, % at 12.5 µM | LMP1-induced NF-kappaB luciferase reporter cells, luminescence | 350,000 tested, 0.69% active; in the data active means inhibition above about 41%;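 further: 0% = neutral control wells and 100% = reference inhibitor control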
TROY NFkB inh: inhibitors of TROY-dependent NF-kB signaling | inhibition, % at 10 µM | 360,000 tested, 0.98% active | Q293 LMP1-TROYcd NF-kB luciferase reporter, 4 h | AID 1347056;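 active means compounds whose plate-normalised and pattern-corrected inhibition of the luciferase reporter signal at the single screening dose is 50% or more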
NR5A2 inv ag: suppresses constitutive activity of human LRH-1 | O00482 | HEK293T StAR-luciferase reporter, LRH-1 transfected, 24 h | inhibition, % at 3.6 µM | 360,000 tested, 0.13% active | AID 602396;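 active means inhibition above the mean inhibition of all tested compounds plus 3 SD, cut at about 73% in these data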;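 further: 0% = DMSO wells and 100% = reporter-only cells lacking LRH-1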
Target sequence (O00482 whole entry, looked up): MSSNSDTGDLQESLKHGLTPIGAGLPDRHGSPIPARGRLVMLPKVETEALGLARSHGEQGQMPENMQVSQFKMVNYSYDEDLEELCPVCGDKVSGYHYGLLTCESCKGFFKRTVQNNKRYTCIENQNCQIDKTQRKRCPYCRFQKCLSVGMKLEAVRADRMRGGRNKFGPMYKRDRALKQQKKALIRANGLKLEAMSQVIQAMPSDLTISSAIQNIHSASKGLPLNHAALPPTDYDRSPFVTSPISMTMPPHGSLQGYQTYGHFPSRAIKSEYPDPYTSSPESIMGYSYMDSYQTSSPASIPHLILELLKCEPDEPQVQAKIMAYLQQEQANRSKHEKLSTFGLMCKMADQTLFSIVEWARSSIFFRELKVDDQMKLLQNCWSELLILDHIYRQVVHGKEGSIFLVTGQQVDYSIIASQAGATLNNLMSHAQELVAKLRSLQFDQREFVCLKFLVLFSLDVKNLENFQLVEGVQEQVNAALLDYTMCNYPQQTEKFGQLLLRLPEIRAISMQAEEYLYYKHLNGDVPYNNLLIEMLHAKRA
NCOA3 inh: inhibits human SRC3 coactivator; Q9Y6Q9; HEK293 GAL4-SRC3 luciferase reporter, luminescence; 360,000 tested, 0.17% active; AID 588352; inhibition, % at 3.6 µM;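 active means inhibition above a per-campaign cutoff, the mean of all compounds plus 3 SD, cut at about 60% in these data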;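 further: 0% = DMSO-treated cells and 100% = gossypol-treated cells at 36 µM; higher means less SRC3-driven luciferase light from the GAL4 reporter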
C8 TRAIL sens: caspase-8 TRAIL sensitization; NB7+C8 cells + TRAIL, ATPlite viability luminescence; inhibition (viability loss, TRAIL sensitization), % at 10 µM; AID 624354; 360,000 tested, 1% active;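 active means compounds causing at least 50% loss of cell viability in the single-dose screen, relative to plate controls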
CF NFkB inh: inhibitors of cystic fibrosis induced NF-kB | KKLEB NF-kB-GFP reporter, PAF-induced, GFP fluorescence overnight | inhibition, % at 5 µM | 360,000 tested, 0.86% active;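 active means at least 50% inhibition at 5 µM, scaled per plate between neutral and stimulator controls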;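 further: PAF is a Pseudomonas aeruginosa culture filtrate used as stimulus; plate controls were PAF-stimulated DMSO wells for no effect and unstimulated DMSO wells for full effect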
COUP-TFII inh: blocks human COUP-TFII nuclear receptor. HEK293T NGFI-A luciferase reporter, luminescence. inhibition, % at 8.6 µM. 370,000 tested, 0.7% active. AID 686940;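 active means inhibition above a per-plate cutoff, mean inhibition of test wells between control levels plus 3 SD, cut at about 38% in these data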;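 further: cells cotransfected with COUP-TFII expression vector driving the NGFI-A reporter; 0% = median of COUP-TF2 test wells and 100% = reporter-only cells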
Target sequence (P24468 whole entry, looked up): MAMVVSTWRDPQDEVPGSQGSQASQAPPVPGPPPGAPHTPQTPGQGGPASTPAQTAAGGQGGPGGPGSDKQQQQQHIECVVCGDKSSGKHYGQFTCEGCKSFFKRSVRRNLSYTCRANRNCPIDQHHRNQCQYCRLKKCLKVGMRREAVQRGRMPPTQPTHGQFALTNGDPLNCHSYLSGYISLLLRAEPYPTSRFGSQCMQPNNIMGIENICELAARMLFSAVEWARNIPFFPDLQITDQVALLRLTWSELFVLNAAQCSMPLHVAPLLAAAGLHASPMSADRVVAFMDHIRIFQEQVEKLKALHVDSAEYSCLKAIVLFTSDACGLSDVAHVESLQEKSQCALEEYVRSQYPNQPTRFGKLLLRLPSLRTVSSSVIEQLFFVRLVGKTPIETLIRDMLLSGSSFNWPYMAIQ
NCOA2 inhibitor: inhibits human steroid receptor coactivator 2; Q15596; HEK293 GAL4-SRC2 luciferase reporter, luminescence; inhibition, % at 9 µM; 370,000 tested, 0.17% active;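 active means inhibition above the mean inhibition of all tested compounds plus 3 SD, set per campaign, cut at about 52% in these data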;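 further: 0% = DMSO treated cells and 100% = cells given Gossypol at 36 µM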
TWEAK Fn14 block: TWEAK-Fn14 signaling inhibition. TWEAK-stimulated Fn14 reporter cells, luciferase luminescence, 8 h. inhibition, % at 10 µM. 360,000 tested, 2% active. AID 1159606; in the data active means inhibition above about 50%
Numbers without * were called inactive; x = not tested or not shown. Not a hit list; about 4.2% have a hit in one of these screens.

#	SMILES	KKLEB tox	NCOA1 inh	LMP1 NFkB inh	TROY NFkB inh	NR5A2 inv ag	NCOA3 inh	C8 TRAIL sens	CF NFkB inh	COUP-TFII inh	NCOA2 inhibitor	TWEAK Fn14 block
1	CCOC(=O)C1=CCN(S(=O)(=O)c2ccc(C)cc2)C1c1cccc(Br)c1 (stereo not drawn)	-14	-7	x	17	5	-2	1	-1	22	19	9
2	Brc1ccc(-c2cnco2)cc1	2	4	0	-6	17	14	18	-6	-4	-28	11
3	CCOc1ccc(NC(=S)NC2CC3CCC(C2)N3Cc2ccco2)cc1 (stereo not drawn)	1	4	9	7	13	10	-2	12	-21	-15	-32
4	CC1(C)CC(C(CC(=O)N2CCCC2)Cc2ccccc2)CCO1 (stereo not drawn)	6	1	1	0	3	3	-13	-1	-8	-1	-4
5	O=C(O)c1ccc(S(=O)(=O)c2ccc3c(c2)C(=O)N(c2ccc(O)cc2)C3=O)cc1	4	8	-3	-13	18	-3	-5	0	-6	21	-10
6	Cc1nnc2ccc(-c3ccc(NC(=O)c4cccnc4Cl)cc3)nn12	7	5	4	6	26	17	-4	-50	-45	-24	-5
7	Cc1cccc(-n2ncc3c(N(CCO)CCO)ncnc32)c1	-7	-55	-20	-64	-31	-63	4	-10	-69	-29	88*
8	COc1cccc(-c2nn(-c3ccccc3)cc2/C=C(\C#N)C(=O)NCCCn2ccnc2)c1	-10	-4	-16	-25	-8	7	-7	-21	1	-3	-32
9	Cc1ccc(-c2nc(CS(=O)CC(=O)NCCN(CC(C)C)CC(C)C)c(C)o2)cc1 (stereo not drawn)	1	-29	-1	-4	0	6	-6	-12	-5	-22	11
10	CCc1ccc(CNC(=O)C2CCCN(c3nnc(C)c4c(C)n(-c5ccccc5)nc34)C2)cc1 (stereo not drawn)	-12	-6	17	35	3	12	31	4	13	2	19
11	COc1ccc(Cl)cc1NC(=O)CN(C)Cc1cccs1	2	-4	-7	12	-12	-6	16	1	7	10	-12
12	Cc1nc(-c2cccs2)ccc1C(=O)O	8	-5	-9	0	12	3	-12	-13	20	-23	1
13	CCN(CC(=O)NCc1cccs1)S(=O)(=O)c1ccc(F)c(F)c1F	-32	4	-3	-18	-17	-5	-8	7	10	-9	-11
14	CC1(C(=O)NC2CCCCCCC2)CCC(=O)N1CCN1CCOCC1 (stereo not drawn)	2	-4	0	-22	0	9	7	13	-9	9	-9
15	CC1=C(C(=O)O)N2C(=O)C(NC(=O)c3ccc(F)cc3)C2SC1 (stereo not drawn)	-4	-41	0	-10	7	2	-2	14	22	1	12
16	CC(C)C1COS(=O)(=O)NC1CC(=O)SC(C)(C)C (stereo not drawn)	-14	-6	4	-2	-1	1	9	6	9	-35	2
17	O=C(Nc1cccc(Cl)c1)c1csc([C@H]2C[C@H](O)[C@@H](CO)O2)n1	-9	-79	x	-46	-99	-86	4	-6	-21	-82	-1
18	COc1cc(C(C)=O)ccc1COc1ccc(C(=O)OC(C)C(=O)NC(N)=O)cc1OC (stereo not drawn)	-2	9	-3	-5	10	13	-5	-12	-20	-8	-10
19	COc1cc(Cl)ccc1OCc1cc(C(=O)NCCCN2CCCC2=O)no1	-6	0	6	3	-11	-8	-2	-5	-3	-25	-10
20	CCOc1ccc(S(=O)(=O)N2CCC(C(=O)N3CCCCCC3)CC2)cc1Cl	5	-10	15	-1	12	0	-2	-7	-6	-29	-10

Three entries out of the list above, ordered by the number in NCOA1 inh, lowest first.
entry	Molecule	NCOA1 inh	LMP1 NFkB inh	NR5A2 inv ag	NCOA3 inh	CF NFkB inh	COUP-TFII inh	NCOA2 inhibitor	TWEAK Fn14 block
16	CC(C)C1COS(=O)(=O)NC1CC(=O)SC(C)(C)C (stereo not drawn)	-6	4	-1	1	6	9	-35	2
19	COc1cc(Cl)ccc1OCc1cc(C(=O)NCCCN2CCCC2=O)no1	0	6	-11	-8	-5	-3	-25	-10
2	Brc1ccc(-c2cnco2)cc1	4	0	17	14	-6	-4	-28	11

TWEAK Fn14 block, hit marks shown above.
No.	smiles	NCOA1 inh	LMP1 NFkB inh	NR5A2 inv ag	NCOA3 inh	CF NFkB inh	COUP-TFII inh	NCOA2 inhibitor	TWEAK Fn14 block
7	Cc1cccc(-n2ncc3c(N(CCO)CCO)ncnc32)c1	-55	-20	-31	-63	-10	-69	-29	88*

Additional results follow:
#	SMILES	KKLEB tox	NCOA1 inh	LMP1 NFkB inh	TROY NFkB inh	NR5A2 inv ag	NCOA3 inh	C8 TRAIL sens	CF NFkB inh	COUP-TFII inh	NCOA2 inhibitor	TWEAK Fn14 block
21	COc1cccc2sc(Nc3nc(-c4ccccn4)cs3)nc12	14	-448	46*	-22	6	-89	28	-76	x	x	104*
22	CCC1CCCCN1Cc1ccc(OC)c(C)c1 (stereo not drawn)	16	8	-5	-30	1	24	8	4	-1	-20	-3
23	CCC(C)C(Nc1ccc(C(=O)OC)cc1[N+](=O)[O-])C(=O)OC (stereo not drawn)	7	-10	-1	-1	17	13	0	-24	-8	-6	-17
24	CC(C)CNC(=O)c1cccc(NC(=O)COc2ccc([N+](=O)[O-])cc2)c1	4	0	12	12	13	8	12	13	11	17	2
25	Cc1cccc(N(C(=O)c2csnn2)C(C(=O)NCc2ccccc2)c2ccncc2)c1 (stereo not drawn)	-6	-34	-11	0	-6	-3	-8	5	-12	0	23
26	COc1ccc(C(=O)N2CCOC2CNC(=O)C(=O)NCc2ccc3c(c2)OCO3)cc1 (stereo not drawn)	-7	-77	8	0	15	-16	0	-4	-21	-30	-37
27	O=C(c1cccs1)N1CCC(c2ccccc2)C1 (stereo not drawn)	1	-46	-18	-37	-82	-52	-1	0	-38	-68	-3
28	O=C(NC(=S)Nn1cnnc1)c1ccc(F)cc1Cl	22	-20	-2	-10	5	5	-1	-8	-8	-11	29
29	O=C(Nc1cccc([N+](=O)[O-])c1)Nc1cccs1	16	-2	-4	-8	21	-6	-2	-15	2	-128	13
30	COc1ccc(-c2nnn(CC(=O)N(CC3CCCO3)C(C(=O)NC(C)(C)C)c3ccco3)n2)cc1OC (stereo not drawn)	-15	3	6	7	17	-6	-5	11	10	-13	7

Screen by screen, as entered above.
TWEAK Fn14 block, nos. 21 to 30: 104*, -3, -17, 2, 23, -37, -3, 29, 13, 7
LMP1 NFkB inh, nos. 21 to 30: 46*, -5, -1, 12, -11, 8, -18, -2, -4, 6

Gathered by group: those above with a furan ring, fused or not (2)
#	SMILES	KKLEB tox	NCOA1 inh	LMP1 NFkB inh	TROY NFkB inh	NR5A2 inv ag	NCOA3 inh	C8 TRAIL sens	CF NFkB inh	COUP-TFII inh	NCOA2 inhibitor	TWEAK Fn14 block
3	CCOc1ccc(NC(=S)NC2CC3CCC(C2)N3Cc2ccco2)cc1 (stereo not drawn)	1	4	9	7	13	10	-2	12	-21	-15	-32
30	COc1ccc(-c2nnn(CC(=O)N(CC3CCCO3)C(C(=O)NC(C)(C)C)c3ccco3)n2)cc1OC (stereo not drawn)	-15	3	6	7	17	-6	-5	11	10	-13	7

Next results follow:
#	SMILES	KKLEB tox	NCOA1 inh	LMP1 NFkB inh	TROY NFkB inh	NR5A2 inv ag	NCOA3 inh	C8 TRAIL sens	CF NFkB inh	COUP-TFII inh	NCOA2 inhibitor	TWEAK Fn14 block
31	O=C(Nc1ccc2[nH]c(=O)[nH]c2c1)c1ccc([N+](=O)[O-])o1	8	-2	-5	-9	60	-14	14	-2	4	4	11
32	CC1(C)Cc2c(sc(NC(=O)COc3cccc4ccccc34)c2C#N)C(C)(C)N1	-22	7	-63	1	18	1	85*	-29	-28	4	-52
33	CC(=O)c1ccc(OC(=O)CN2C(=O)c3ccccc3C2=O)cc1	-1	-13	-3	13	-1	-9	9	-4	2	12	0
34	Cc1cccnc1NC(=O)CSc1nnc(Cc2ccccc2)o1	1	5	6	6	1	5	0	-10	-5	10	26
35	COc1cc(COc2ccc3c(C)c(Cc4ccccc4)c(=O)oc3c2)cc(OC)c1OC	-8	-11	7	-7	1	2	12	7	-10	5	14
36	CC1CCN(C(=O)CSc2nc(=O)n3ccccc3n2)CC1	3	-16	-4	-25	-23	-3	-12	4	0	-8	2
37	Nc1c([N+](=O)[O-])cnnc1-c1ccccc1	-12	12	3	-1	-1	12	-5	8	18	-9	5
38	CCCOc1cccc(C(=O)NCCCNC(=O)c2cccnc2)c1	16	-5	-4	-19	10	-2	-17	-14	-3	-8	-5
39	O=C(O)CC1Oc2ccc(Cl)cc2NC1=O (stereo not drawn)	-12	4	9	-12	2	7	2	-2	6	16	-1
40	CCN(CC(=O)NC1CCS(=O)(=O)C1)c1nc(-c2ccccc2)nc2ccccc12 (stereo not drawn)	0	-8	3	8	18	6	-2	-10	21	-11	2
41	COC1=C/C(=C/c2c(N)n3cc(C)sc3nc2=O)C=CC1=O	-9	-13	-9	-65	-2	-3	10	-9	-5	-69	18
42	O=C(O)c1ccc(Nc2nc(-c3ccccc3)cs2)cc1	-7	-88	-27	-11	-123	-75	5	15	-41	-28	43
43	COc1ccccc1CNc1ccc(CNc2ncn[nH]2)cc1	-4	11	0	7	0	11	-2	-11	16	-11	-7
44	COc1ccccc1-c1cccc([C@@H]2C[C@H]3[C@H](CON3C)CN2Cc2ccccc2)c1	-12	-6	3	-1	10	10	17	17	-16	-3	6
45	CCOc1c2ccoc2nc2c(OC)c(OC)ccc12	0	-23	-13	-63	-8	-21	14	-55	-14	-8	-52
46	O=S(=O)(c1ccc(Cl)cc1)n1ccc2cccnc21	-16	-7	-5	-23	4	-2	34	16	-3	9	-5

Compound activity from PubChem BioAssay.
